# hcDAF-12 act = H. contortus DAF-12 nuclear receptor activators, primary screen, cell-based, luminescence, HEK293, lit1-tk-luc reporter; HEK293 hcDAF-12 lit1-tk-luc reporter; 0% DMSO, 100% Δ7-dafachronic acid; activation, % at 6.8 µM; actives 1.4% (n = 370,000); AID 652067, 2013;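 active = activation above the mean of all tested compounds plus 3 SD, cut at about 5.5% in these data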;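 note: 100% = response to 3 µM Δ7-dafachronic acid high control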
# SMARCA2 activ = SMARCA2 (BRM) function activators, primary screen, cell-based, luminescence, high throughput; activation, % at 9.1 µM; MG213 cells, MMTV-luciferase reporter, dexamethasone, overnight; actives 1% (n = 370,000); in the data active = activation above about 7.8%;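 note: 0% = vehicle wells and 100% = reference activator wells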
# DAX1 inh-1 = DAX1 (NR0B1) inhibitors, primary screen, cell-based, HEK293, Gal4-DAX1, luciferase luminescence | inhibition, % at 6.75 µM | AID 504766, 2011 | Nuclear receptor subfamily 0 group B member 1 (Homo sapiens), P51843 | HEK293 Gal4-DAX1 luciferase reporter | actives 0.99% (n = 340,000);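 active = inhibition above the mean over all tested compounds plus 3 SD, cut at about 4.2% in these data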;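 note: 0% = DAX1-transfected cells with DMSO and 100% = empty-vector control cells with DMSO; inhibition shows as a rise in luminescence from relieved DAX1 repression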
# Target sequence (P51843 207-470 limits assumed): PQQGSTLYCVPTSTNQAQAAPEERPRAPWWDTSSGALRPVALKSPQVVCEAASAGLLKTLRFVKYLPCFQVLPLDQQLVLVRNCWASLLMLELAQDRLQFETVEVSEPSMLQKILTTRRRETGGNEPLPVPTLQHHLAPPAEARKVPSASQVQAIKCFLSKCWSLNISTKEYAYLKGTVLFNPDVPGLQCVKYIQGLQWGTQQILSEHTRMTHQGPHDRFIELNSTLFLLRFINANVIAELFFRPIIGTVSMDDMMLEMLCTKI
# FXN GAA850 act = FXN promoter activators, primary screen, cell-based, luciferase luminescence, HEK293 lucGAA850; activation, % at 6 µM; AID 540364, 2011; HEK293 lucGAA850 FXN promoter luciferase reporter, 24 h; percent of 10 µM SAHA response; actives 0.56% (n = 360,000);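 active = activation above the average of all compounds screened plus 3 SD, cutoff fixed separately per campaign, cut at about 7.5% in these data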;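 note: 0% = DMSO wells and 100% = 10 µM SAHA wells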
# NR1D1 modulator = modulators of Rev-erb alpha DNA binding, primary screen, biochemical, FITC-DNA, fluorescence polarization, uHTS; activity, % at 10 µM; Nuclear receptor subfamily 1 group D member 1 (Homo sapiens), P20393; actives 0.79% (n = 370,000); Rev-erbα–FITC-DNA binding, 90 min; AID 1259318, 2017;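 active = activity above about 14%, limit read from the data; passing the limit was not always enough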;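 note: 0% = DMSO wells with 35 nM protein and 100% = DMSO wells with 750 nM protein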
# DAX1 inh-2 = DAX1 (NR0B1) inhibitors on StAR promoter, primary screen, cell-based, luminescence, SF-1 (NR5A1), full-length DAX-1. actives 1.1% (n = 370,000). HEK293T StAR-luciferase reporter, SF-1/DAX-1 repression relief. inhibition, % at 6.8 µM. AID 652010, 2013;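 active = inhibition above the mean over all tested compounds plus 3 SD, cut at about 3.6% in these data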;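 note: 0% = DAX-1 cells with DMSO and 100% = cells lacking DAX-1 with DMSO; higher inhibition means more luminescence from relief of DAX-1 repression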
# ssDAF12 agonist = S. stercoralis DAF-12 nuclear receptor activators, primary screen, cell-based, luminescence, HEK293, GRIP1 co-expression, lit1-tk-luc; Nuclear hormone receptor DAF-12 (Strongyloides stercoralis); HEK293 ssDAF-12/GRIP1 lit1-tk-luc reporter; % of 3 µM dafachronic acid response; activation, % at 6.8 µM; actives 1% (n = 370,000); AID 652126, 2013;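 active = activation above the mean over all tested compounds plus 3 SD, cut at about 0.9% in these data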;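 note: 0% = DMSO-only wells and 100% = 3 µM delta7-dafachronic acid wells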
# PLC-beta3 inh = human PLC-beta3 inhibitors, primary screen, biochemical, fluorescence | 1-phosphatidylinositol 4,5-bisphosphate phosphodiesterase beta-3 (Homo sapiens), Q01970 | Purified PLC-beta3, fluorogenic substrate | inhibition, % at 12.2 µM | actives 0.18% (n = 370,000); in the data active = inhibition above about 11%;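 note: 0% = median of compound wells on plate and 100% = full blocker control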
# PG9 Ab binder = binders of HIV-1 gp120 antibody PG9, primary screen, biochemical, TR-FRET | TR-FRET gp120-PG9 antibody binding | inhibition, % at 6.7 µM | actives 0.43% (n = 360,000) | AID 624416, 2012; in the data active = inhibition above about 8.5%
# hgDAF-12 ag = H. glycines DAF-12 receptor agonists, primary screen, cell-based, luminescence, HEK293, GAL4 fusion, UAS-luciferase; Nuclear hormone receptor DAF-12 (Heterodera glycines), GAL4 fusion; HEK293 GAL4-hgDAF12 UAS-luciferase reporter, agonist luminescence; normalized to butyrate control; activation, % at 6.8 µM; actives 1.8% (n = 370,000); AID 687014, 2013;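 active = activation above a cutoff set at the mean of all screened compounds plus 3 SD, cut at about 10% in these data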;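 note: 0% = DMSO wells and 100% = sodium butyrate wells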
# sPLA2-III inh = human group III sPLA2 inhibitors, primary screen, biochemical, QFRET, BODIPY PC-A2 liposome substrate. Group 3 secretory phospholipase A2 (Homo sapiens), Q9NZ20. QFRET BODIPY PC-A2 liposome hydrolysis, fluorescence. inhibition, % at 12.2 µM. actives 0.56% (n = 370,000). AID 743126, 2013;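 active = inhibition above mean plus 3 SD of compounds lying within the high and low control bounds, cut at about 19% in these data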;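 note: 0% = median of test compound wells and 100% = no enzyme DMSO wells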
# Target sequence (Q9NZ20 whole entry, looked up): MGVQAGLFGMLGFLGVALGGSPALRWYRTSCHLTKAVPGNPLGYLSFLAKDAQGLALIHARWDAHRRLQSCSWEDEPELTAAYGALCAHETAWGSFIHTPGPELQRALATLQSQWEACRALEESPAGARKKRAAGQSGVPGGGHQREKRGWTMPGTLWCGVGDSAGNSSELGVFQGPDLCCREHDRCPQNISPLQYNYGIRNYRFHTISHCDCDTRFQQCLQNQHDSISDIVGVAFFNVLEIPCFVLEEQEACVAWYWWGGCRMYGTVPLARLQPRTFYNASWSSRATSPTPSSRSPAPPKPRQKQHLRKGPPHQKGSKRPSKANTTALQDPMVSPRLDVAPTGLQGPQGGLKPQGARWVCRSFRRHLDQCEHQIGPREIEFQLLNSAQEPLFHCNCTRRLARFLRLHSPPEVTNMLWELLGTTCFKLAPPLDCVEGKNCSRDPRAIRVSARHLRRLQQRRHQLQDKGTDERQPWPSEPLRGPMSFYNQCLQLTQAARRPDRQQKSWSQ
# An asterisk follows results filed as active; x = no result given.
SMILES,hcDAF-12 act,SMARCA2 activ,DAX1 inh-1,FXN GAA850 act,NR1D1 modulator,DAX1 inh-2,ssDAF12 agonist,PLC-beta3 inh,PG9 Ab binder,hgDAF-12 ag,sPLA2-III inh
CCOc1ccc2nc(NC(=O)COC)sc2c1,2.2,8.0*,0.2,7.3,0,4.5*,0.9,3,-1.8,14*,7
CC(C)c1c(C(=O)N/N=C/c2ccccc2C(=O)O)nnn1-c1nonc1N,1.7,6,0.7,-1.5,-3,-0.2,-1.3,-5,-2.4,-1.0,-4
COCC(C)NC(=O)Cc1ccc(F)cc1 (stereo unspecified),-0.8,0,-0.1,-1.9,11,0.2,-1.4,4,-2.8,-1.5,3
CN(C)CCCNC(=O)CCc1ncc(C(F)(F)F)cc1Cl,-1.3,-4,-0.6,2.0,-3,0.4,-0.5,3,0.2,-2.3,6
C=CCNC(=S)Nc1ccc(C)c(S(=O)(=O)N2CCCCC2)c1,-0.9,-4,0.6,1.6,3,0.7,-0.7,-5,-0.5,-1.7,3
CC1=C(C(=O)N2CCCCC2)C2(CCC(C)CC2)OC1=O (stereo unspecified),0.3,0,2.6,3.1,3,0.1,-1.0,4,0.8,-4.8,-3
Cc1ccc(S(=O)(=O)n2c([N+](=O)[O-])cnc2C)cc1C,-0.2,-5,-0.2,2.1,-4,0.2,-1.0,1,1.3,-2.0,7
COc1ccc(CCNC(=O)CN2CCC(C)CC2)cc1OC,-2.4,2,2.6,2.0,-3,0.2,-0.9,-6,0.4,2.5,-1
Cc1nc(-c2cccc(N)c2)cs1,0.7,0,1.5,2.5,-5,0.9,-1.1,-4,-1.2,-0.9,9
COc1cccc(C(=O)N2CCN(Cc3ccccn3)CC2)c1,-1.3,-3,0.6,-1.6,3,-0.1,-1.0,-3,2.3,1.6,9
CN(Cc1ccccc1)C(=O)c1ccc(NC(=O)Cc2ccc(NC(=O)C3CCCN(C(=O)C4CC4)C3)cc2)cc1 (stereo unspecified),-1.4,-1,-0.8,0.3,-4,-1.6,-1.4,5,0.2,0.5,-13
O=C(c1cc2ccccc2cc1O)N1CCN(c2ccccc2O)CC1,-0.4,2,-1.2,0.1,4,-2.5,-1.0,-84,-1.5,-0.6,-69

# Entries of single compounds, quoted from the list:
# Profile of O=C(c1cc2ccccc2cc1O)N1CCN(c2ccccc2O)CC1 = hcDAF-12 act: -0.4; SMARCA2 activ: 2; DAX1 inh-1: -1.2; FXN GAA850 act: 0.1; NR1D1 modulator: 4; DAX1 inh-2: -2.5; ssDAF12 agonist: -1.0; PLC-beta3 inh: -84; PG9 Ab binder: -1.5; hgDAF-12 ag: -0.6; sPLA2-III inh: -69
# Profile of CC(C)c1c(C(=O)N/N=C/c2ccccc2C(=O)O)nnn1-c1nonc1N = hcDAF-12 act: 1.7; SMARCA2 activ: 6; DAX1 inh-1: 0.7; FXN GAA850 act: -1.5; NR1D1 modulator: -3; DAX1 inh-2: -0.2; ssDAF12 agonist: -1.3; PLC-beta3 inh: -5; PG9 Ab binder: -2.4; hgDAF-12 ag: -1.0; sPLA2-III inh: -4
# Profile of COc1cccc(C(=O)N2CCN(Cc3ccccn3)CC2)c1 = hcDAF-12 act: -1.3; SMARCA2 activ: -3; DAX1 inh-1: 0.6; FXN GAA850 act: -1.6; NR1D1 modulator: 3; DAX1 inh-2: -0.1; ssDAF12 agonist: -1.0; PLC-beta3 inh: -3; PG9 Ab binder: 2.3; hgDAF-12 ag: 1.6; sPLA2-III inh: 9

# Next part.
SMILES,hcDAF-12 act,SMARCA2 activ,DAX1 inh-1,FXN GAA850 act,NR1D1 modulator,DAX1 inh-2,ssDAF12 agonist,PLC-beta3 inh,PG9 Ab binder,hgDAF-12 ag,sPLA2-III inh
C=CCn1c(=O)/c(=C/c2ccc(Cl)cc2)s/c1=C(\C#N)c1nnc2n1CCCCC2,-1.4,-2,-0.3,-2.9,5,-0.6,-1.5,-8,0.6,-0.6,6
COCCCn1c(=O)c2ccccc2n(Cc2ccccc2)c1=O,-2.2,0,-3.1,-0.2,3,-0.2,-1.0,-5,-1.8,-1.1,0
CC(=NNC(N)=O)c1ccc(Cl)c(-n2cccc2)c1,0.4,3,x,x,-2,-0.2,-0.6,2,0.5,1.6,3
CCNc1nc(NC#N)nc(SCC(=O)OCC)n1,-1.0,1,1.4,-1.4,11,0.0,-1.1,2,0.2,-1.2,5
COc1ccc(C2C(C(=O)NCCN3CCOCC3)c3ccccc3C(=O)N2C)cc1OC (stereo unspecified),1.2,-2,-0.9,1.8,5,-0.3,-0.6,2,-1.4,-0.4,3
COc1cc(Br)c(C(C)NC(=O)c2cccc(Br)c2)cc1OC (stereo unspecified),-2.8,-2,-0.2,0.6,-7,-1.0,-1.2,-2,0.5,-4.3,-4
O=S1(=O)CC(N2CCCCC2)CN1CCc1ccccc1 (stereo unspecified),0.6,-3,x,x,7,0.1,-0.7,0,0.4,-1.1,1
Cc1cc2c(cc1C)C(c1ccccc1OC(C)C)CC(=O)N2 (stereo unspecified),-2.1,-3,-2.5,-3.4,2,-0.6,-2.0,-2,-0.8,-0.8,-1
O=C(NCc1cccs1)C1CCCN(C(=O)Nc2ccccc2)C1 (stereo unspecified),0.7,4,-0.4,0.1,0,0.0,-1.2,-2,0.2,-2.4,-1
COc1ccc(N2Cc3ccccc3C2=NC(=O)c2cccc([N+](=O)[O-])c2)cc1,0.0,1,0.3,4.1,0,0.6,-0.1,5,-1.1,7.9,7
O=C(CCC(=O)N1CCOc2ccccc21)NCc1cccnc1,1.2,4,-0.3,1.3,3,0.7,-0.8,4,0.2,1.4,4
C=CCNc1sc(C(=O)c2ccc(Br)s2)c(N)c1C#N,-0.9,2,-1.8,2.2,1,0.2,-1.6,-12,5.3,-0.2,6
Cc1ccc(C2NC(c3ccc(C)cc3)C(C)C(=NO)C2C)cc1 (stereo unspecified),1.3,6,0.5,-1.8,4,0.9,-0.9,0,-2.0,0.0,-1
Cc1cc2c(s1)c1cnn(Cc3c(Cl)ccc(C)c3F)c(=O)c1n2C,-1.6,x,x,x,233*,x,-1.4,-3,x,-4.0,-3
Cc1ccccc1C(=O)Nc1nnc(S(=O)(=O)N2CCCCCC2)s1,-2.2,-1,-0.4,2.0,-7,0.1,-1.5,-8,2.9,0.2,-10
COc1ccc(NC(=O)C2CCCN(S(=O)(=O)c3ccc4c(c3)CC(C)N4C(C)=O)C2)cc1 (stereo unspecified),-0.4,0,-0.6,-0.9,-2,-0.5,-1.2,-9,-0.2,-1.0,8
CCOC(=O)CC[C@@H]1CC[C@]2(CCCN(C(=O)C3CCCCC3)C2)O1,0.9,-3,x,x,0,-0.2,-1.2,-5,x,-2.8,12
COc1ccc(N(CC(=O)Nc2ccccc2C(=O)O)S(=O)(=O)c2ccc(C)c([N+](=O)[O-])c2)cc1,-0.2,-2,-0.3,-0.1,2,0.4,-1.1,-19,0.3,-1.1,-31
O=C(COC(=O)/C=C/c1ccc2c(c1)OCO2)NC1CC1,-0.2,2,-0.1,-0.3,-2,0.3,-0.9,-105,-1.9,-0.2,2
CCN(CC)C(=O)c1cccc(-c2csc(C(O)(c3ccccc3)C(F)(F)F)n2)c1 (stereo unspecified),-1.5,-2,x,-1.6,4,-2.8,-1.3,0,-0.8,-4.6,-28
CCC1=NN(S(=O)(=O)c2ccc(C)cc2)C(O)(C(F)(F)F)C1 (stereo unspecified),-1.1,-2,-0.7,-1.0,-1,0.4,-1.3,-4,-0.1,1.0,-2
O=C(/C=C/c1ccccc1Cl)NCCc1ccc(F)cc1,0.3,6,1.3,3.9,-5,-0.1,-0.5,1,-1.2,1.8,-2
Cc1cc2oc(C(=O)N3CCN(CCc4ccccn4)CC3)c(C)c2cc1C,0.0,-1,2.0,0.0,5,0.7,-1.2,-7,0.2,0.6,-5
CC(Sc1ccccn1)C(=O)Nc1ccccc1 (stereo unspecified),3.5,4,1.6,4.2,0,1.8,-0.3,-5,-1.4,13*,-2
Cc1ccc(C)c(N2CC(=O)N(c3cc(C)ccc3C)CC2=O)c1,-0.2,-2,0.1,0.3,2,-0.6,-0.8,3,-1.6,-1.4,-1
O=C(CCCOc1ccccc1)N1CCN(S(=O)(=O)c2ccc(Cl)cc2)CC1,0.3,-2,1.0,-2.5,-5,3.3,-1.0,1,-0.5,0.4,2
COn1c(-c2ccc(Cl)cc2)nc2ccc(Cl)cc21,2.1,7,2.0,4.7,1,-0.1,-0.7,0,-1.4,9.4,2
CC(C)(C)c1ccc(C(=O)Nc2ccc(S(=O)(=O)Nc3cnc4ccccc4n3)cc2)cc1,-1.5,-4,0.9,3.0,-1,0.2,-1.2,-9,-0.3,-2.3,-1
c1ccc(-c2c(-c3ccccc3)n(Cc3ccco3)c3ncnc(NCCCn4ccnc4)c23)cc1,-1.9,-4,-1.7,4.7,-3,-3.0,-1.6,-24,-1.0,-6.4,-37
COCCCNC(=O)CSc1nc2ccccc2c(=O)n1CCCC(=O)NCC1CCCO1 (stereo unspecified),-1.4,4,1.4,-3.1,0,-0.4,-1.3,5,-2.9,-1.1,-2
Fc1ccc(NC(=S)NCc2ccccn2)cc1,-1.2,2,-0.2,3.8,-4,0.2,-1.1,-3,-4.0,0.7,10
CC(C)(C)C(=O)CSc1ncnc2c1cnn2Cc1ccccc1,0.2,-4,-1.2,0.5,9,-0.7,-1.7,-3,-0.2,-3.3,-24
Cc1cc(C)cc(OCC(=O)N(C)CC(=O)Nc2ccc(N3CCOCC3)cc2)c1,-0.3,-3,-0.6,0.4,-4,-0.9,-0.9,2,2.4,-2.9,7
O=C(c1ccc[nH]1)N1O[C@@H]2C=C[C@H]1C2,0.0,1,-0.6,0.8,3,1.9,-0.1,-2,0.6,1.5,1
O=C(CCn1nnc2ccccc21)Nc1nnc(Cc2ccccc2)s1,-1.1,-2,-0.3,0.4,4,-1.5,-1.4,-3,-2.1,-1.9,-12
O=C(c1ccc(C(F)(F)F)cc1)C1CCCN(C(=O)CN2CCCC2=O)C1 (stereo unspecified),0.8,7,0.3,3.6,3,0.5,-0.4,2,-2.0,1.9,-2
O=C(NC(c1ccc(Cl)cc1)c1cnccn1)C1CCN(CCCOc2ccccc2)CC1 (stereo unspecified),0.3,-1,x,-3.4,-1,0.1,-1.1,-2,-0.7,1.3,-7

# Screens from PubChem BioAssay.
